SRC3 TRFRET art – TR-FRET artefact, counter-screen to PPARgamma/SRC-3 agonist assay. TR-FRET ratio at 8 µM. PPARgamma/SRC-3 format; hits give high values. hit rate 0.39% among 99,000. AID 1048; in the data active = TR-FRET ratio above about 2000; also: inactives centre near 1600; reference of the scale not given here
SRC1 TRFRET art – flags TR-FRET format artefacts in PPARgamma SRC-1 recruitment agonist screen; TR-FRET detection artefact counter-screen, emission ratio; hits give high values; TR-FRET ratio at 8 µM; hit rate 0.34% among 99,000; AID 1051; in the data active = TR-FRET ratio above about 2300; also: inactives centre near 1800; reference of the scale not given here
* hit, by the source's call. These rows are one share of the data; count on the stated rates, not on these rows.

mol,SRC3 TRFRET art,SRC1 TRFRET art
COc1ccccc1N1CCN(C(=O)CN(C)S(=O)(=O)c2cc(C)ccc2OC)CC1,1633,1912
COc1ccc(OCc2nc(C#N)c(NCCCn3ccnc3)o2)cc1,1596,1659
O=C1CCc2ccc(NS(=O)(=O)c3ccc(F)cc3)cc2N1,1368,1596
O=C(Nc1ccc(S(=O)(=O)Nc2nccs2)cc1)C1CCCCC1,1538,1761
CC(C)Nc1nc(NC(N)=S)nc(NC(C)(C)C)n1,1656,1711
CSc1ccccc1NC(=O)CSc1nncs1,1729,1763
CCO[C@H]1OC(C(=O)Nc2ccccc2)=C[C@@H](c2ccc(Br)cc2)[C@@H]1CCCO,1571,1612
Cc1ccc(S(=O)(=O)NCC2CCC(C(=O)NCCCOC(C)C)CC2)cc1 (stereo not drawn),1534,1685
COc1cc(OC)cc(C(=O)NCC(=O)OCC(=O)c2cc(OC)ccc2OC)c1,1619,1780
CC(C)(C)NC(=O)COC(=O)c1ccccc1C(=O)c1ccccc1,1669,1662
O=C(Nc1ccccc1)C1=C[C@@H](c2ccc(Br)cc2)C[C@@H](OCCCCO)O1,1604,1820
CCOC(=O)C1CCN(c2ccc(C(N)=O)cc2[N+](=O)[O-])CC1,1708,1924
CC(C)c1cc(N=NC(N)=O)cc(C(C)C)c1O,1631,1492
O=C(NCC1CCCO1)C1c2ccccc2Oc2ccccc21 (stereo not drawn),1544,1847
COc1ccc(N2C(=O)C(CC(=O)Nc3ccc(F)cc3)N(CCc3ccc(OC)c(OC)c3)C2=O)cc1 (stereo not drawn),1712,1780
CC(C)CCN1CCN(CC#Cc2ccccc2)CC1CCO (stereo not drawn),1490,1924
COc1ccc(CCN(C(=O)C(F)(F)F)C(C(=O)NC2CCCCC2)c2cccs2)cc1 (stereo not drawn),1722,2046
CCOC(=O)C1CCCN(c2c(N3CCN(c4ccccn4)CC3)c(=O)c2=O)C1 (stereo not drawn),1475,1877
Clc1ncn(CCOc2ccccc2)c1Cl,1307,1708
O=C(COC(=O)Cc1c[nH]c2ccccc12)NC1CCCCC1,1574,1892
CCN(CC)C(=O)Cn1cc(C(=O)C(=O)NCCCn2ccnc2)c2ccccc21,1562,2059
COc1ccc(F)cc1C(=O)C1CCCN(Cc2cn(C)c3ccccc23)C1 (stereo not drawn),1932,1886
O=C(CSc1nc2ccccc2c(=O)n1-c1ccccc1)N1CCCc2ccccc21,1553,1626
COC(=O)C1c2ccccc2-c2ccccc21,1579,1859
O=C(COc1cccc([N+](=O)[O-])c1)N/N=C/c1ccco1,1568,1934
COc1cc(C)ccc1S(=O)(=O)N1CCCCCC1,1558,1821
CC1CCc2c(nc3sc4c(c3c2N)CCCC4)C1 (stereo not drawn),1460,1499
Cc1ccc(NC(=O)c2ccc([N+](=O)[O-])cc2Cl)nc1,1483,1833
Clc1ccc2c(N/N=C/c3ccc(Br)cc3)ccnc2c1,1408,1715
COc1ccc(CC(=O)NCc2nnc(SCC(=O)Nc3ccccc3)n2C)cc1,1639,1814
c1ccc(OCc2nn3c(-c4ccncc4)nnc3s2)cc1,1640,1815
COc1ccc(CN(C(=O)Cn2nnc(-c3ccc(C)o3)n2)C(C(=O)NCC2CCCO2)c2ccco2)cc1 (stereo not drawn),1499,1560
COc1ccc(NC(=O)CCS(=O)(=O)c2cccc3nonc23)cc1,1411,1703
CCCC(=O)N1CCN(c2ccc(NC(=O)c3cccs3)cc2)CC1,1279,1620
N#C/C(=C\c1cccnc1)C(=O)NC1CCCCC1,1816,1657
CCn1c(=O)c(C(=O)CN2CCCc3ccccc32)c(N)n(Cc2ccccc2)c1=O,1388,1750

Complete entries, quoted from the list.
Shown for COc1ccc(NC(=O)CCS(=O)(=O)c2cccc3nonc23)cc1 = SRC3 TRFRET art = 1411; SRC1 TRFRET art = 1703
Shown for COc1ccc(CC(=O)NCc2nnc(SCC(=O)Nc3ccccc3)n2C)cc1 = SRC3 TRFRET art = 1639; SRC1 TRFRET art = 1814

Later entries
mol,SRC3 TRFRET art,SRC1 TRFRET art
Cn1cccc1CC(=O)N/N=C\c1ccccc1,1626,1731
Cc1ccc2nc(N(CCCN(C)C)C(=O)CCc3ccccc3)sc2c1,1589,1796
O=C(c1ccc2c(c1)N(Cc1ccc(F)cc1)C(=O)c1ccccc1S2(=O)=O)N1CCN(c2ccccn2)CC1,1639,1664
COc1ccc(N(C(C)C(=O)NN=C2CCCC2)S(C)(=O)=O)cc1 (stereo not drawn),1558,1658
COc1cc(CNCc2ccccc2C(F)(F)F)cc(OC)c1,1481,1565
COc1ccc(-c2n(CC(=O)OC3CC(C)CCC3C(C)C)c3ccccc3[n+]2C)cc1 (stereo not drawn),1524,1726
N#CCCn1cc(/C=C/C(=O)O)c(-c2ccc(F)cc2)n1,1500,1711
CCC(=Nc1ccccc1)C1=C(O)CC(C)(C)CC1=O,1654,1793
CC(C)(CO)NS(=O)(=O)c1ccc2c(c1)C(=NO)c1cc(S(=O)(=O)NC(C)(C)CO)ccc1-2,1606,1881
Cc1ccc(NC(=O)c2ccc(NCc3ccc(F)cc3)nc2)cc1,1474,1841
OCCN(Cc1ccccc1)C(=S)NC1CCCCC1,1705,1842
Nc1ccc(C(=O)N/N=C\C=C\c2ccc([N+](=O)[O-])cc2)cc1,1687,1872
COc1ccc([N+](=O)[O-])cc1NC(=O)CSc1nncn1-c1ccccc1,1630,1657
O=C(Nc1cccn2ncnc12)C(F)(F)F,1883,1788
CCn1c(Cc2ccccc2)nnc1SCc1cccc(C(=O)O)c1,1379,1756
CNC(=O)c1cc(Nc2nnc(-c3ccc(O)cc3)c3ccccc23)ccc1OC,1640,1838
O=C(O)c1cccnc1SCc1cn2cc(Br)ccc2n1,1507,1847
Cn1c(C(=O)Nc2ccc3c(c2)OCO3)cc2c(=O)n(C)c3ccccc3c21,1521,1581
COC(=O)c1sc2nc(SCc3ccccc3C#N)n(N)c(=O)c2c1C,1585,1640
O=C(N/N=C/c1ccc(N2CCOCC2)cc1)C1COc2ccccc2O1 (stereo not drawn),1461,1656
Cc1csc(=Nc2cccnc2)n1Cc1ccco1,1455,1996
CCN1CCN(C(=O)c2ccc(OC)c(S(=O)(=O)Nc3ccc(C)cc3)c2)CC1,1553,1941
CC(=O)Nc1cc(C(=O)NCc2ccco2)ccc1Sc1ccc(F)cc1,1459,1757
COC(=O)C1=C(C)N(CCc2cc(OC)c(OC)c(OC)c2)C(=O)N[C@H]1c1ccc(Br)cc1,1453,1853

(continued)
Values run as follows: SRC3 TRFRET art | SRC1 TRFRET art
CCCCNC(=O)NCc1cnn(C)c1C
  1766 | 1973
Cn1c(=O)c(Oc2ccc(Cl)cc2)c(O)c2ccccc21
  1709 | 1872
Cc1ccc(S(=O)(=O)c2c(C)nn(-c3ccccc3)c2OC(=O)c2ccc(Br)o2)cc1
  1666 | 1811
O=[N+]([O-])c1cccc(-c2ncc3ccccn23)c1
  1430 | 1630
CC(=O)Nc1cccc(C(=O)/C=C/c2ccc(N(C)C)cc2)c1
  1806 | 2056
OC1CSc2nc3ccccc3n2C1 (stereo not drawn)
  1467 | 1816
O=C(Nc1ccc([N+](=O)[O-])cc1)Nc1ccc(Cl)cc1F
  1313 | 1495
CCC1(c2ccc(F)cc2)NC(=O)N(CC(=O)Nc2cc(S(=O)(=O)N(C)C)ccc2Cl)C1=O (stereo not drawn)
  1765 | 1704
CC(=O)c1ccc(S(=O)(=O)N2CCN(C(C)=O)CC2)cc1
  1593 | 2186
CCCCC(=O)Nc1nc2c(OC)cc([N+](=O)[O-])cc2s1
  1569 | 1961
Cc1ccc(C(=O)OCC(=O)c2ccc[nH]2)s1
  1557 | 1844
O=C(COC(=O)Cn1cnc2ccccc2c1=O)Nc1ccc(Cl)c(C(F)(F)F)c1
  1524 | 1524
CCCCOc1ccc(OCCCN2CCOCC2)cc1
  1808 | 1913
CN(Cc1cnccn1)Cc1nc(Cc2cccc(F)c2)no1
  1530 | 2106
O=Cc1cccn1-c1c(C(=O)O)cnn1-c1ccccc1
  1639 | 1750
CC(=O)c1cccc(NC(=O)C2C(c3ccccc3)C2(Cl)Cl)c1 (stereo not drawn)
  1656 | 1930
CCOC(=O)N1CCN(C(=O)CSCc2ccc(Br)cc2)CC1
  1625 | 1765
CN(C)CCNS(=O)(=O)c1ccc(N2CCN(c3ccc(F)cc3)CC2)c([N+](=O)[O-])c1
  1365 | 1749
c1cncc(CNc2cccc(-c3nc4ccccc4[nH]3)c2)c1
  1427 | 1810
CCN(CC)S(=O)(=O)c1ccc(NC(=S)NC(=O)CC(C)C)cc1
  1550 | 1479
O=C(NCCCN1CCOCC1)c1ccc(Cl)cc1[N+](=O)[O-]
  1718 | 1788
COc1ccc(NC(=S)N2CCN(c3ccccn3)CC2)cc1OC
  1478 | 1695
Cc1ccc(C)c2nc3sc(C(=O)N4CCOCC4)c(N)c3cc12
  1740 | 2155
CCNC(=S)NNC(=O)C1CCN(Cc2ccccc2)CC1
  1491 | 1737
O=C1NC(=O)/C(=C\c2ccc(Oc3ccc([N+](=O)[O-])cn3)cc2)S1
  1350 | 1549
CCOC(=O)c1cn(Cc2cccc(C)c2)nn1
  1556 | 1634
CC(=O)Nc1ccc(Oc2ccc([N+](=O)[O-])cc2Cl)cc1
  1517 | 1877
CC(=O)Nc1cccc(/C(C)=N/NC(N)=S)c1
  1820 | 1772
Cc1c(NC(=O)/C(C#N)=C/c2ccc(-c3ccccc3Cl)o2)c(=O)n(-c2ccccc2)n1C
  1663 | 1982
O=c1[nH]ncc(N2CCN(C(c3ccccc3)c3ccccc3)CC2)c1Cl
  1617 | 1766
COc1cc(CN(C)Cc2nc3cc(C(F)(F)F)ccc3c(=O)[nH]2)ccc1OC(F)F
  1340 | 1703
Cc1nc(Oc2ccc(S(=O)(=O)N3CCOCC3)cc2Cl)c2c3c(sc2n1)CCCC3
  1535 | 1761
CCCCCCn1c(CN2CCN(C(=O)c3ccco3)CC2)nc2c1c(=O)n(C)c(=O)n2C
  1558 | 1873
O=C(Cc1ccccc1)NNC(=O)Nc1ccc(Cl)c(Cl)c1
  1497 | 1723
Cn1cc(SCC(=O)NCc2ccc3c(c2)OCO3)c2ccccc21
  1848 | 1840
C/C(CC(=O)NCC(C)C)=N\NC(=O)COc1cc(C)c(Br)cc1Br
  1606 | 1788
Cc1cccc(N/C=C(\[N+](=O)[O-])S(=O)(=O)c2ccccc2)c1
  1567 | 1707
COc1ccc(-c2cn3cc(C)ccc3n2)cc1Br
  1474 | 1668
Cc1cc(C)nc(NC(=O)c2c(C(=O)O)noc2C)n1
  1446 | 1789
Cc1ccc(NS(=O)(=O)c2cc(NC(=O)C(C)Oc3ccccc3)ccc2C)c(C)c1 (stereo not drawn)
  1641 | 1752
N#Cc1cnn(CC2CCCCC2)c1N
  1588 | 1963
CCc1cc2cccc(C)c2nc1SCC(=O)Nc1nonc1C
  1707 | 1978
CC1CCc2sc(C(=O)Nc3ccc(N4CCOCC4)cc3)cc2C1 (stereo not drawn)
  1526 | 1829
CO/N=C/C(C(C)=O)C(=O)Nc1ccc(Cl)cc1Cl (stereo not drawn)
  1704 | 1800
COc1ccc(N2CC(C(=O)N/N=C/c3c[nH]c4ccccc34)CC2=O)cc1 (stereo not drawn)
  1811 | 2063
Oc1nc(-c2ccc(Br)cc2)n2ccncc12
  1772 | 1587
CCOC(=O)c1nnn(-c2nonc2-n2cccc2)c1-c1cccc([N+](=O)[O-])c1
  1398 | 1620
CS(=O)(=O)c1ncc(CO)n1Cc1ccccc1
  1727 | 2006
COc1ccc(NC(C)C(=O)N/N=C/c2ccc([N+](=O)[O-])s2)cc1 (stereo not drawn)
  1428 | 1728
COc1ccccc1OCc1nc(-c2cccc([N+](=O)[O-])c2)no1
  1426 | 1924
Cc1cc(F)ccc1NC(=O)c1cccnc1
  1575 | 1833
CN1C(=O)[C@@H]2[C@@H]3C[C@@H]([C@H]4ON=C(c5ccc(Cl)cc5)[C@@H]34)[C@@H]2C1=O
  1699 | 2073
Oc1ccc(N=Nc2n[nH]c(-c3ccc(Br)cc3)n2)cc1
  1496 | 1906
COc1cc2c(cc1OC)C1=C(C#N)CCC(=NC(=O)c3ccco3)N1CC2
  1599 | 2001
Clc1ccc2nc(CSc3ncn[nH]3)cn2c1
  1232 | 1442
Cc1ccc(NC(=O)c2cc(N3C(=O)C=CC3=O)ccc2Cl)cc1C
  1785 | 1859

Quoted at random: seven compounds from above, in no set order.
Values run as follows: SRC3 TRFRET art | SRC1 TRFRET art
Cc1ccc(NC(=O)c2cc(N3C(=O)C=CC3=O)ccc2Cl)cc1C
  1785 | 1859
COc1ccc(N2CC(C(=O)N/N=C/c3c[nH]c4ccccc34)CC2=O)cc1 (stereo not drawn)
  1811 | 2063
N#Cc1cnn(CC2CCCCC2)c1N
  1588 | 1963
Oc1nc(-c2ccc(Br)cc2)n2ccncc12
  1772 | 1587
CN1C(=O)[C@@H]2[C@@H]3C[C@@H]([C@H]4ON=C(c5ccc(Cl)cc5)[C@@H]34)[C@@H]2C1=O
  1699 | 2073
CC1CCc2sc(C(=O)Nc3ccc(N4CCOCC4)cc3)cc2C1 (stereo not drawn)
  1526 | 1829
Oc1ccc(N=Nc2n[nH]c(-c3ccc(Br)cc3)n2)cc1
  1496 | 1906

From PubChem BioAssay
